High-throughput results (PubChem)
L major viab: Leishmania major promastigote growth inhibition, primary screen | Leishmania major promastigotes, resazurin fluorescence viability | inhibition, % at 10 µM | 200,000 compounds, 9% hits; in the data active means inhibition above about 50%;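 further: promastigotes grown with compound for 44 hours at 28 °C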
S1P3 antagonist: S1P3 receptor antagonists, primary screen, cell-based; Sphingosine 1-phosphate receptor 3 (Homo sapiens), Q99500; inhibition, % at 4.98 µM; 170,000 compounds, 0.27% hits; CHO S1P3 NFAT-BLA reporter, FRET fluorescence, antagonist mode;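 active means inhibition above the plate cutoff, the mean inhibition of test wells on that plate plus 3 SD, cut at about 28% in these data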;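 further: cells challenged with S1P at its EC80 of 0.8 µM; blue over green emission ratio from cleaved BLA substrate after 4 h stimulation; 0% = S1P-stimulated wells and 100% = unstimulated DMSO-only wells; some compounds past the cut are filed as inactive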
Redox H2O2 prof: compounds producing H2O2 with reducing agent – biochemical, NIH compound library profiling, artefact control for MLSCN library redox annotation, primary screen | DTT-dependent redox cycling H2O2, phenol red/HRP absorbance; 100% = 100 µM peroxide control, 0% = buffer | activation, % at 10 µM | 200,000 compounds, 0.03% hits | AID 878, 2007;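 active means activation of at least 50% relative to the plate's high and low controls in the primary single-dose screen; inactive means activation below 50%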;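 further: compound incubated with DTT at 0.8 mM final as the reducing agent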
PPARg SRC-3 ag: PPARgamma agonists recruiting SRC-3 coactivator, primary screen, biochemical. Peroxisome proliferator-activated receptor gamma (Homo sapiens), P37231. biochemical PPARgamma/SRC-3 coactivator recruitment assay. 200,000 compounds, 0.26% hits. activation, % at 8 µM; in the data active means activation above about 23%;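 further: 0% = DMSO and 100% = reference agonist; some compounds past the cut are filed as inactive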
PPARg SRC2 recr: agonists of PPARg-SRC-2 recruitment, primary screen, biochemical, HTS; activation, % at 8 µM; Peroxisome proliferator-activated receptor gamma (Homo sapiens), P37231; 200,000 compounds, 0.34% hits; PPARgamma LBD-SRC-2 recruitment; in the data active means activation above about 22%;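 further: 0% = vehicle and 100% = reference agonist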
bIAP inh: bovine intestinal alkaline phosphatase inhibitors, primary screen, selectivity assay for TNAP inhibitor project, biochemical, bovine IAP, CDP-star luminescence; AID 1019, 2008; 190,000 tested, under 10 active; alkaline phosphatase, intestinal [Bos taurus]; purified bovine IAP, 30 min; inhibition, % at 20 µM;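 active means over 50% inhibition of intestinal alkaline phosphatase at 20 µM in the single-dose screen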
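Assay system: bovine IAP enzyme; medium: DEA buffer 100 mM, pH 9.8, with MgCl2 1.0 mM, ZnCl2 0.02 mM; doses: 20 µM single dose; incubation: enzyme reaction for 30 min at room temperature; detection: CDP-star luminescence signal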
PPARg SRC-1 ag: PPARgamma agonists recruiting SRC-1 coactivator, primary screen, biochemical | 200,000 compounds, 0.41% hits | PPARgamma-SRC-1 coactivator recruitment biochemical assay | activation, % at 8 µM; in the data active means activation above about 19%;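 further: 0% = DMSO and 100% = reference agonist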
bIAP activator: bovine intestinal alkaline phosphatase activators, primary screen, biochemical, bovine IAP, CDP-star luminescence | alkaline phosphatase, intestinal [Bos taurus] | purified bovine IAP, 30 min; active compounds read high; fold of DMSO-control signal, blank-subtracted | activation factor at 20 µM | 200,000 compounds, 0.17% hits | AID 1016, 2008;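 active means activation factor of 2 or more at 20 µM, a signal rise over negative controls twice the positive control's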
TR-FRET SRC-2 ct: TR-FRET signal artefacts, primary screen, artefact control for PPARgamma SRC-2 agonist project, biochemical | TR-FRET artefact counter-screen; active compounds read high | TR-FRET ratio at 8 µM | 200,000 compounds, 0.4% hits; in the data active means TR-FRET ratio above about 2000; further: inactives centre near 1500
TLR4 MyD88 comp: inhibitors of TLR4-MyD88 association in cells, primary screen, cell-based, HeLa CL3-4, BLA complementation, FRET ratio | 200,000 compounds, 0.18% hits | HeLa CL3-4 TLR4/MyD88 BLA complementation | inhibition, % at 8.4 µM | Toll-like receptor 4 (Homo sapiens) + Myeloid differentiation primary response protein …; in the data active means inhibition above about 25%;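 further: 0% = vehicle and 100% = reference inhibitor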
Target sequence (O00206 whole entry, looked up): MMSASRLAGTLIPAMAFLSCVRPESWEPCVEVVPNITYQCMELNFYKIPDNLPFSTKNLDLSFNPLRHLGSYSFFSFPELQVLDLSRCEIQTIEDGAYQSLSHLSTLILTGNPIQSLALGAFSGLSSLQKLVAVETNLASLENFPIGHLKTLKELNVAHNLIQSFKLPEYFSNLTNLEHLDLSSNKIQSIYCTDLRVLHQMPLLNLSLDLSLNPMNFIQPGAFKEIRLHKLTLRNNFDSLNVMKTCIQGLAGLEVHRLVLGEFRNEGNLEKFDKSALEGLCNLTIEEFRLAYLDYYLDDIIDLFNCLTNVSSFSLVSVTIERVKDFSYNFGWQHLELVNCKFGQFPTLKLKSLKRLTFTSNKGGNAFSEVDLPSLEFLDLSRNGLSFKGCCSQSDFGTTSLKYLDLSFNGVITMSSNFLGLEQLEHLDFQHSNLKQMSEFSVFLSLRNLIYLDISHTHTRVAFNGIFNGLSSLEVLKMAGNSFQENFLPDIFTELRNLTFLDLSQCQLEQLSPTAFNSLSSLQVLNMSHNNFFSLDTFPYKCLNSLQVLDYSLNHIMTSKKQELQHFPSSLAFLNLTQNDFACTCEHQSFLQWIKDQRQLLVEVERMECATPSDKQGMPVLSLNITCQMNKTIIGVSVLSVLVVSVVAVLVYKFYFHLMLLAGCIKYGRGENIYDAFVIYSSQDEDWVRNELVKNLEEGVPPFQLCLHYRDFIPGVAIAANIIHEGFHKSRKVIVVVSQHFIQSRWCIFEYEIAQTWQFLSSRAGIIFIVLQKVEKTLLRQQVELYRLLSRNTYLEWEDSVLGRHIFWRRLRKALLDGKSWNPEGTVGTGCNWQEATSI
Target sequence (Q99836 whole entry, looked up): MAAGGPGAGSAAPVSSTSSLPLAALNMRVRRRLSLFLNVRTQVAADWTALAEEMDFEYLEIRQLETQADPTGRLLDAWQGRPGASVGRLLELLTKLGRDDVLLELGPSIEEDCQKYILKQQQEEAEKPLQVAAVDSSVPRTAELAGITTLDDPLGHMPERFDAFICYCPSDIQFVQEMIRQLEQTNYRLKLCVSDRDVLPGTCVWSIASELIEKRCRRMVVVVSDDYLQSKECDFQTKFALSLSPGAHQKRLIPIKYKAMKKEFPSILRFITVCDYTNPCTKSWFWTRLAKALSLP
ROMK mod: ROMK potassium channel modulators, primary screen, cell-based, thallium flux, MLSMR library; ATP-sensitive inward rectifier potassium channel 1 (Homo sapiens), P48048; Tet-inducible ROMK, thallium flux fluorescence; actives lie on both sides; B-score at 10 µM; 130,000 compounds, 2% hits; AID 1918, 2009;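 active means signal ratio slope over the read window, or its plate-corrected B-score, at least 3 SD from the plate mean, either direction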;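 further: B-score of the F/F0 ratio slope over 7 to 12 s after thallium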
Numbers without * were called inactive; x = not tested or not shown. An unsorted share of the library. About 11% of those tested had a hit in this group.

SMILES	L major viab	S1P3 antagonist	Redox H2O2 prof	PPARg SRC-3 ag	PPARg SRC2 recr	bIAP inh	PPARg SRC-1 ag	bIAP activator	TR-FRET SRC-2 ct	TLR4 MyD88 comp	ROMK mod
CCOC(=O)N1CCC(NC(=O)c2cc3c(-c4ccccc4F)nn(C)c3s2)CC1	-1	-116	-2.2	2	-3	12	1	0.9	1473	2	x
COc1ccc(C2=NOC(Cn3c(Cc4ccc(Cl)cc4)nc4c3c(=O)n(C)c(=O)n4C)C2)cc1 (stereo not drawn)	64*	-17	2.7	3	2	10	0	0.9	1492	4	0.28
CCN(CC)S(=O)(=O)c1ccc(NC(=O)C2c3ccccc3Oc3ccccc32)cc1	5	9	0.1	-2	3	4	6	1	1535	3	0.73
CCOC(=O)c1c(C#N)cnn1-c1ccc(C)cc1	-6	x	1.3	2	9	11	1	0.9	1595	0	x
COc1ccc(-c2noc(CCC(=O)Nc3ccc4c(c3)OCCO4)n2)cc1	-1	x	0.0	7	5	12	13	0.9	1433	-14	-0.035
COc1ccc(CC(=O)Nc2nnc(C(C)C)s2)cc1OC	4	-22	0.1	-1	7	-2	6	1	1542	2	-0.24
O=C(Cn1nnc(-c2ccncc2)n1)Nc1ccc2c(c1)CCC2	-1	-10	3.6	-1	-2	7	-15	0.9	1476	6	x
COC(=O)[C@H](C)NC(=O)Nc1ccc(Oc2ccccc2)cc1	-5	-7	7.7	-4	-7	10	-1	0.9	1384	-16	-0.59
COCc1cc(C)nc(OCC(=O)N/N=C/c2ccc(-c3cccc([N+](=O)[O-])c3)o2)c1C#N	-4	x	-4.6	8	2	9	1	0.9	1738	7	0.4
Cc1cc(C)cc(C(=O)NC(=S)Nc2ccc3c(c2)OCCO3)c1	19	-12	0.3	5	-2	-6	-1	1.1	1796	3	x
Cc1c(Br)cc(C(=O)NC2CCCCC2)c(C)c1C	-3	x	3.0	2	-2	3	-11	1	1500	3	x
Cc1cc(C)nc(NNC(=O)NC2CCCCC2)n1	-6	-3	0.0	0	-2	10	0	0.9	1441	-6	0.28
Cc1nn(-c2ccccc2)c(C)c1NC(=O)COc1ccc(C#N)cc1	-5	-2	0.1	-4	0	4	5	1	1616	-11	x
O=C(NNC(=O)C1CCN(c2ncccn2)CC1)c1ccccc1	-8	-14	3.9	-1	0	6	-2	0.9	1441	6	1.4
O=C(OCC1OC(n2cnc3c(N(C(=O)c4ccccc4)C(=O)c4ccccc4)ncnc32)C(O)C1F)c1ccccc1 (stereo not drawn)	10	x	-3.4	8	8	7	11	0.9	1633	0	x
CCCCOCCCn1c(-c2ccco2)nc2nc3ccccc3nc21	31	-20	0.2	8	-1	-1	9	1	1472	-4	x
COc1ccc(C(=O)NCc2n[nH]c(=S)n2-c2ccccc2)cc1OC	-3	x	0.0	1	0	7	2	0.9	1588	15	0.34
Cc1ccc(/C=N/n2cnc3sc4c(c3c2=O)CCCC4)o1	8	-53	-2.0	8	9	2	2	1	1403	-1	x
CC(=O)Nn1c(COc2ccccc2C)nc2ccccc2c1=O	1	-22	-0.3	3	-9	-1	-4	1	1422	-3	x
Oc1c(N=NC(=S)Nc2ccccc2F)c2ccccc2n1Cc1cccc(Cl)c1	83*	-13	-0.6	5	-1	29	3	0.7	1559	-7	-0.22
CC(=O)c1cc(C)ccc1OC(=O)c1cccc2nc(C)oc12	-5	0	2.1	-2	-1	7	2	0.9	1389	-8	x
CCS(=O)(=O)N1Cc2ccccc2CC1C(=O)Nc1nnc(SCc2c(Cl)cccc2Cl)s1 (stereo not drawn)	81*	1	0.4	6	-5	-8	2	1.1	1560	4	-0.036
Cc1nc2sc(C(c3cccc(F)c3)N3CCN(C(=O)c4ccco4)CC3)c(O)n2n1 (stereo not drawn)	-5	-26	0.3	5	4	-1	2	1	1742	-3	0.69
Cn1c(=O)c2c(-c3ccccc3)n(C3CCCCC3)cc2n(C)c1=O	19	18	1.7	-11	1	2	-2	1	1448	4	x
COC(=O)CC1Sc2ccccc2NC1=O (stereo not drawn)	-3	11	0.6	-1	1	12	0	0.9	1405	-5	-0.047
COCCCNC(NC(=O)c1ccc(C)cc1)C(Cl)(Cl)Cl (stereo not drawn)	-2	x	-5.0	6	2	-2	1	1	1471	2	0.59
CN(C)C(=O)CSc1nnc(-c2cc(-c3cccs3)nc3ccccc23)o1	13	-19	2.0	3	-3	-16	8	1.2	1468	-5	0.67
CCN(Cc1cnn(C)c1)C(=O)c1ccc(OC2CCN(S(=O)(=O)N(C)C)CC2)cc1	-1	-7	-0.4	1	-1	-15	-2	1.2	1646	-10	-0.014
CC(O)CN1CC(O)=C(c2nc3ccccc3s2)C1=N (stereo not drawn)	7	-2	-0.2	7	6	6	-8	0.9	1683	2	3.7
Cc1cc(NC(=O)c2sc(Nc3ccc(F)cc3)nc2N)no1	1	9	-0.4	6	15	0	7	1	1826	-6	-0.4
CC1=NNC(=O)C1CCC(=O)N/N=C\c1ccccc1[N+](=O)[O-] (stereo not drawn)	-6	x	-3.7	-6	-4	-3	-2	1	1477	5	x
O=C(c1c[nH]c(C(=O)N2CCN(Cc3ccccc3)CC2)c1)C1CCCCC1	5	-4	-1.1	-1	0	-15	9	1.2	1757	-3	-0.57
O=C(Nc1ccc2c(c1)OCCO2)NC1(C(F)(F)F)Oc2ccccc2O1	-5	5	-1.5	3	-1	2	0	1	1488	-15	x
O=C(O)c1ccc2nc(-c3ccccc3)sc2c1	29	8	-0.4	3	-8	-5	0	1.1	1522	4	x
Cc1ccc(CNCCNCCO)s1	-4	8	-1.9	3	2	-12	4	1.1	1650	3	-0.1
O=C(NCCCN1CCOCC1)c1cnn2c(-c3ccccc3)cc(-c3ccccc3)nc12	19	x	-0.3	1	2	-4	5	1	1479	-2	x
CN1CC(c2ccccc2)C2(COc3ccccc3C2=O)C12C(=O)Nc1ccccc12 (stereo not drawn)	63*	x	-2.7	1	10	2	-1	1	1579	-6	x
O=C(Cc1ccc(Cl)cc1)Nc1ccc(-c2cc3ccccc3oc2=O)c(Cl)c1	8	8	0.3	1	12	6	4	0.9	1776	-8	0.74
COc1ccc(OC)c(N(CC(N)=O)S(=O)(=O)c2ccc(OC)c(OC)c2)c1	-4	x	-0.1	16	11	7	5	0.9	1542	6	x
Fc1ccc(Cn2c(-c3cscn3)nc3ccccc32)c(Cl)c1	1	x	0.0	2	16	13	1	0.9	1330	2	-0.0049
Cc1ccc(-c2c3c(nc4sc(C(N)=O)c(N)c24)CCCC3)o1	5	6	0.6	4	1	6	6	0.9	1741	-12	-0.79
CC1=CCC(C(=O)O)(C(=O)N/N=C/c2cccs2)C(c2ccc([N+](=O)[O-])cc2)C1 (stereo not drawn)	-7	x	0.1	-2	10	10	3	0.9	1602	-5	0.29
COCCCNC(=O)C1CCCCN1S(=O)(=O)c1ccc(F)cc1 (stereo not drawn)	8	-2	0.0	-14	8	0	9	1	1472	10	0.12
CCCCC1(Cc2cccc([N+](=O)[O-])c2)C(=O)N(c2ccccc2)N(c2ccccc2)C1=O	58*	x	1.6	5	-5	5	10	0.9	1528	3	x
CS/C(=N\S(=O)(=O)c1ccc(N)cc1)NS(=O)(=O)c1cccs1	-4	x	3.6	-6	2	5	-2	1	1687	-2	-0.071
Cc1cc(C)cc(N2CN=c3s/c(=C\c4ccco4)c(=O)n3C2)c1	49	3	0.6	7	7	16	10	0.8	1722	-6	0.75
CCCN1CCCc2cc(CN)ccc21	100*	-3	-0.5	-1	14	6	9	0.9	1717	1	x
CC1CC(C(F)(F)C(F)(F)F)n2nc(C(=O)O)cc2N1 (stereo not drawn)	-8	-13	-2.3	2	7	-9	1	1.1	1576	-5	x

Single records, from the list above. Order of screens: L major viab, S1P3 antagonist, Redox H2O2 prof, PPARg SRC-3 ag, PPARg SRC2 recr, bIAP inh, PPARg SRC-1 ag, bIAP activator, TR-FRET SRC-2 ct, TLR4 MyD88 comp, ROMK mod
CCCN1CCCc2cc(CN)ccc21 in the list: 100*, -3, -0.5, -1, 14, 6, 9, 0.9, 1717, 1, x
Fc1ccc(Cn2c(-c3cscn3)nc3ccccc32)c(Cl)c1 in the list: 1, x, 0.0, 2, 16, 13, 1, 0.9, 1330, 2, -0.0049

Carrying on:
SMILES	L major viab	S1P3 antagonist	Redox H2O2 prof	PPARg SRC-3 ag	PPARg SRC2 recr	bIAP inh	PPARg SRC-1 ag	bIAP activator	TR-FRET SRC-2 ct	TLR4 MyD88 comp	ROMK mod
Cc1ccc(SC/C(O)=C(\C#N)c2nc3ccccc3s2)cc1	-9	-56	-0.8	2	5	19	7	0.8	1677	7	x
COc1ccccc1Nc1nc(N)nc(-c2oc3ccccc3c2C)n1	-5	x	0.2	9	6	3	-2	1	1539	6	0.87
Cc1ccc(-n2c(-c3nn(C)c(C)c3Cl)n[nH]c2=S)cc1	-6	x	-17	20	15	6	8	0.9	1663	-4	x
CCc1nc2sc3c(c2c(=O)n1NC(=O)CCl)CCCC3	-2	x	0.6	13	8	9	0	0.9	1636	-11	x
O=C(NNC(=O)c1cccnc1)Nc1ccc([N+](=O)[O-])cc1	-3	-13	0.4	3	3	3	5	1	1618	-15	x
O=C(CN1CCN(C(=O)c2cccc(F)c2)CC1)NC1CCCCC1	-1	-14	1.7	-11	-2	1	-4	1	1527	8	0.083
CS(=O)(=O)N(CC(=O)Nc1ccc2c(c1)OCO2)Cc1ccccc1	-1	-5	-0.6	10	19	15	2	0.8	1738	-4	-0.032
COc1ccc(-c2c(C)nn3c(N4CCC(C(=O)NCCN(C)C)CC4)cc(C)nc23)cc1OC	0	-8	-2.5	1	4	1	6	1	1606	13	x
O=C1NC(=S)N/C1=C/c1ccc(-c2c(Br)cc([N+](=O)[O-])cc2Br)o1	19	x	3.5	0	3	12	2	0.9	1356	-1	x
Cc1ccc(-c2cc(C(F)F)n3ncc(C(=O)Nc4c(C)nn(Cc5ccccc5Cl)c4C)c3n2)cc1	57*	x	-1.5	4	2	7	5	0.9	1459	-3	x
Cc1ccccc1CSc1ncnc2ccccc12	1	-15	0.0	1	-7	4	5	1	1442	12	1.1
COc1ccc(C/C(N)=N/O)cc1	-6	-10	0.1	-2	-6	6	4	0.9	1592	7	0.021
COc1ccc(N(CC(=O)NCc2ccc3c(c2)OCO3)C(=O)CCC(=O)Nc2ccccn2)cc1	-2	-17	0.0	8	8	2	1	1	1380	-4	0.13
COC(=O)c1ccc(NC(=O)COC(=O)c2nc3nccc(C)n3n2)cc1	-7	-14	0.1	-2	-9	3	-9	1	1348	-1	0.91
Cc1cc(F)ccc1S(=O)(=O)Nc1ccccc1C(=O)Nc1ncn[nH]1	-1	x	-1.4	6	8	-61	15	1.6	1745	-11	-0.15
